# Source: PubChem (National Center for Advancing Translational Sciences (NCATS))
# RGS4 inhibitor – blocks human RGS4-accelerated GTP hydrolysis; P49798; Transcreener GDP fluorescence polarization, RGS4-accelerated GTP hydrolysis; Potency, µM (doses to about 114 µM), for inactives: at the top dose activity change, negative = inhibition, hits mostly inhibitors; hit rate 0.039% among 390,000; note: % is set by controls: 0 for no effect and ±100 for the full control effect; nearly all actives have a fitted effect of over 75% in size; some results filed as inactive show a strong effect at the top dose
#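 MLSMR compounds (23 nl, pin-transferred) preincubated 10 min at room temperature with a 500nM (2x) first reagent, then RGS4 at 900nM (2x) plus Transcreener GDP mix added; fluorescence polarization (620/688 nm) read before and after 90 min at 30 °C.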
# JMJD2A Tudor inh – JMJD2A Tudor domain (human) inhibition. O75164. AlphaScreen JMJD2A-Tudor / H3K4me3 peptide binding. Potency, µM (highest dose often 114 µM), inactives show top-dose activity change, negative = inhibition, actives largely listed as inhibitors. hit rate 4.4% among 390,000. AID 504339; note: % is set by controls: 0 for no effect and ±100 for the full control effect; nearly all actives have a fitted effect of over 50% in size
# Target sequence (O75164 whole entry, looked up, the tested form may be a part): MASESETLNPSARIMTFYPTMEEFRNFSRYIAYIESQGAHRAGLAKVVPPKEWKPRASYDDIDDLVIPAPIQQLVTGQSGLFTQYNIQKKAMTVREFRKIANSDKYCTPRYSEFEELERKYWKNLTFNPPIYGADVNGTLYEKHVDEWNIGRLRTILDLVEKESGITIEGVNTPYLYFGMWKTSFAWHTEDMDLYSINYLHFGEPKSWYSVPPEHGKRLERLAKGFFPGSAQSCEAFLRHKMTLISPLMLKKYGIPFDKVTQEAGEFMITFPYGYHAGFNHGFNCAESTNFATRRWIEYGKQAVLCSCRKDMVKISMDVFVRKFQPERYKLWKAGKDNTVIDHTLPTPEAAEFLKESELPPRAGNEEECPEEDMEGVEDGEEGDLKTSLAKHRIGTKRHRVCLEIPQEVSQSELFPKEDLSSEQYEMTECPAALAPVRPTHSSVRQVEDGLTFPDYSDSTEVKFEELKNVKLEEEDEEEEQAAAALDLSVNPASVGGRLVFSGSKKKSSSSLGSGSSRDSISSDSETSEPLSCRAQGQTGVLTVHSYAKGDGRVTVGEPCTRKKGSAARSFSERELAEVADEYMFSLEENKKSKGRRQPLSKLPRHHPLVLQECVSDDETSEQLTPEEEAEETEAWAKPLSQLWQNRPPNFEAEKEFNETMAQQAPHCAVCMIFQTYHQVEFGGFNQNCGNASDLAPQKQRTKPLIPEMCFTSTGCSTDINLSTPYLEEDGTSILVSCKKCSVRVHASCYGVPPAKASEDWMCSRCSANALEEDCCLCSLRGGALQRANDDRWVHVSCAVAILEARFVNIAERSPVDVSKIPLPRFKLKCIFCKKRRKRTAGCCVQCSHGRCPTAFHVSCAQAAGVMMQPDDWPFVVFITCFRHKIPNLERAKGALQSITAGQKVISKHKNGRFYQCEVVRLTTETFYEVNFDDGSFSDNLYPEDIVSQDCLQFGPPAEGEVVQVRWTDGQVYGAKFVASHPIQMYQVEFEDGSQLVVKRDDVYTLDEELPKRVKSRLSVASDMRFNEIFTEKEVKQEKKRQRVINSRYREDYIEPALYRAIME
# GLS inhibitor – glutaminase GLS (human) inhibition | O94925 | GLS enzymatic activity, qHTS titration | Potency, µM (doses to about 45.5 µM), inactives show top-dose activity change, negative = inhibition, actives largely listed as inhibitors | hit rate 0.21% among 410,000 | AID 624170; note: % is set by controls: 0 for no effect and ±100 for the full control effect
#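 Enzyme dispensed in phosphate buffer (45 mM, pH 8.2, 0.02% Tween-20), compounds pinned in, then 1 mM L-glutamine solution and the glutamate oxidase–HRP–Amplex Red mix added; fluorescence read immediately and again after 30 min at room temperature.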
# ERG-DNA inh – ERG Ets/DNA interaction inhibition; Potency, µM (top dose mostly 76.9 µM), inactives show at the highest dose FP activity, negative = inhibition, hits mostly inhibitors; AID 624246; hit rate 0.028% among 370,000; fluorescence polarization, His-ERG Ets domain / labelled DNA; P11308; active = well fitted inhibition curve with a large enough effect in the polarisation, with a control signal flat; inconclusive = small, poorly fitted or top-dose-only effect, or effect the other way, or a change in a side signal; inactive = no such curve, though single readings can be large or run the other way; the % refers to the polarisation;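 note: polarization taken with two DNA probes labelled with fluorescein and Texas red; % of control where 0% means no effect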
#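 His-tagged ERG Ets domain (1 uM in the protein solution; 300mM KCl, 50mM Tris-HCl, 1mM EDTA, 1mM DTT, pH 7.5) received compound, then a probe mix of 5 nM fluorescein-DNA and 100nM Texas-615-DNA. Fluorescence polarization was read for both dyes.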
# TrxR1 inh – rat TrxR1 inhibition; O89049; recombinant rTrxR1, NADPH fluorescence consumption, selenite substrate; Potency, µM (series often up to 114 µM), for inactives: top-dose activity change, negative = inhibition, most hits filed as inhibitors; hit rate 1% among 390,000; note: % is set by controls: 0 for no effect and ±100 for the full control effect; nearly all actives have a fitted effect of over 65% in size
#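 Rat TrxR1 (90 nM in the dispensed reagent) was pre-reduced with 400 uM NADPH for 5 min at room temperature, then incubated with compound for 15 min. After 400 uM selenite was added, NADPH fluorescence (Ex 340/Em 450 nm) was followed for 8 min.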
# Tb PGK inh – inhibitors of T. brucei phosphoglycerate kinase; Potency, µM (titrated, usually from 57.5 µM), without a hit: at the highest dose activity change, negative = inhibition, usual class: inhibitors; hit rate 0.043% among 380,000; PGK/GAPDH coupled, Kinase-Glo luminescence, 60 min; note: % is set by controls: 0 for no effect and ±100 for the full control effect; nearly all actives have a fitted effect of over 60% in size
#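 Recombinant glycosomal PGK reaction used 1,3-bisphosphoglycerate generated in-well by GAPDH (100nM final) in 100mM TEA pH 7.6, 5mM MgCl2, 0.01% Tween-20. After 60 minutes at room temperature, ATP was read by Kinase-Glo Plus luminescence end-point.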
# Pin1 inhibitor – human Pin1 inhibition. Q13526. Pin1 FP peptide displacement, HiFluor488, 10 min. Potency, µM (doses to about 115 µM), for inactives: top-dose activity, negative = inhibition, most hits filed as inhibitors. hit rate 0.009% among 390,000; active = well fitted inhibition curve with a large enough effect in the polarisation, with a control signal flat, not every such curve was filed as active; inconclusive = small, poorly fitted or top-dose-only effect, or effect the other way, or a change in a side signal; inactive = no such curve, though single readings can be large or run the other way; the % refers to the polarisation; note: % is set by controls: 0 for no effect and ±100 for the full control effect
# HP1b binding inh – blocks HP1-beta chromodomain binding to methylated histone tails; Potency, µM (titrated, usually from 114 µM), for inactives: at the top dose activity change, negative = inhibition, usual class: inhibitors; P83916; AlphaScreen HP1-beta / biotin-H3K9me3 peptide binding; hit rate 0.56% among 390,000; note: nearly all actives have a fitted effect of over 70% in size; inactives centre near 23
#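 Compound inhibition of the preformed complex between 50 nM HP1-beta and 50 nM biotinylated H3K9me3 peptide was read by AlphaScreen. Buffer was PBS pH 7.4 with 0.01% Tween-20. Incubations ran 30 min at room temperature, with 10 ug/mL donor/acceptor beads.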
# ALOX12 inh – blocks human arachidonate 12S-lipoxygenase. hit rate 1.1% among 580,000. AID 1671190. purified 12hLO, xylenol orange hydroperoxide absorbance. Potency, µM (top dose mostly 108 µM), for inactives: top-dose activity change, negative = inhibition, most hits filed as inhibitors. P18054; note: % is set by controls: 0 for no effect and ±100 for the full control effect
#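 Hydroperoxide product was detected by ferrous iron/xylenol orange as the 573 to 405 nm absorbance ratio. Arachidonic acid at 40 uM (final) was turned over for 30 min at room temperature by 150 nM human 12hLO, pH 7.0 Hepes buffer, after 15 min compound preincubation.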
# An asterisk follows results filed as active; i = inactive; ? = inconclusive; nt = no result given; & = joins results of further samples; [ ] = dose if it differs, or a comment. Unless noted, calls come from the whole dose curve; as a rule, active = well fitted curve in the direction sought with a large enough effect; inconclusive = small, poorly fitted or top-dose-only effect, or another doubt; inactive = no such curve, though single readings can be large; an effect the other way counts as inactive or inconclusive. Potency is the fitted concentration of half-maximal effect.
nr	compound	RGS4 inhibitor	JMJD2A Tudor inh	GLS inhibitor	ERG-DNA inh	TrxR1 inh
1	CCOC(=O)[C@@H]1[C@H]2COc3ccccc3[C@@H]2N2C(=O)N(c3ccc(OC)cc3)C(=O)[C@]12C	-22%	?	0%	-21%	-12%[57.1 µM]
2	O=C(O)c1cc(NC(=O)c2ccc([N+](=O)[O-])cc2)cc(NC(=O)c2ccc([N+](=O)[O-])cc2)c1	-15%[56.9 µM]	-33%	6%	-5%	16%
3	CCc1ccc(NC(=O)c2ccc3c(=O)n4c(nc3c2)CCCCC4)cc1	14%[56.9 µM]	-26%	1%	3%	53%[activator]
4	Cn1c(=O)c2c(nc(Br)n2Cc2ccccc2Cl)n(C)c1=O	-1%	8%	-8%	-5%	18%[57.1 µM]
5	CCOC(=O)c1scc(-c2ccc(C)cc2)c1S(=O)(=O)Nc1cc(C)ccc1C	-14%	-15%	0%	-1%	19%[57.1 µM]
6	O=c1oc(-c2cccc(S(=O)(=O)N3CCOCC3)c2)nc2ccccc12	-15%	-7%	-5%	-1%	3%
7	CCOc1ccc(C(=O)NC2CC3CCCC(C2)N3Cc2ccccc2)cc1 (stereo unspecified)	17%	-12%	-14%	-3%	6%[57.1 µM]
8	CCN1C(=O)C(O)(C2COC(C)(C)CC2=O)c2cc(Br)ccc21 (stereo unspecified)	10%	-8%	-13%	nt	36%

nr	Tb PGK inh	Pin1 inhibitor	HP1b binding inh	ALOX12 inh
1	-3%	14%	38%	-1%
2	-7%	-12%	0%	-9%
3	-3%	-5%	15%	1%
4	-6%	4%	19%	0%&5%
5	i	-1%	-32%	0%
6	i	-4%	41%[activator]	-5%
7	-7%	-8%	23%	15%
8	i	-8%	3%	12%

# Other compounds
nr	compound	RGS4 inhibitor	JMJD2A Tudor inh	GLS inhibitor	ERG-DNA inh	TrxR1 inh
9	Cc1ccc(SCc2nc(N)nc(Nc3ccccc3C)n2)c(C)c1	-21%	-18%	2%	-4%	17%
10	COCc1c(C(=O)N2CCN(Cc3ccc4c(c3)OCO4)CC2)oc2ccccc12	4%	-23%	-4%	6%	26%
11	CCN(CC)CCCn1c2c(c(SCC(=O)Nc3ccccc3Cl)nc1=O)CCC2	26%	-6%	2%	-3%	4%
12	Cc1c(C(=O)Nc2ccc(Cl)cc2)c2ccccn2c1C(=O)c1ccc([N+](=O)[O-])cc1	10%[56.9 µM]	?	7%	-1%	-6%
13	COc1ccc(-n2c3c(cc(C(=O)NCC(=O)c4ccccc4)c2=O)C(=O)CC(C)(C)C3)cc1	-6%	1%	-2%	6%	-4%
14	Cc1ccc(-c2nn(-c3ccc(F)cc3)cc2C(=O)NCC2CCCO2)cc1 (stereo unspecified)	-42%	-3%	4%	-3%	5%[57.1 µM]
15	CCOC(=O)N1CCN(C(=O)c2ccc(CN(c3ccc(C)c(C)c3)S(C)(=O)=O)cc2)CC1	-8%	-22%	-2%	1%	-9%
16	Cc1ccc(CNC(=O)C2CCCN(c3nc4ccccc4n4cccc34)C2)cc1 (stereo unspecified)	8%	-2%	-10%	-4%	20%

nr	Tb PGK inh	Pin1 inhibitor	HP1b binding inh	ALOX12 inh
9	nt	1%	42%[activator]	-11%
10	i	-4%	2%	-8%
11	-4%	0%	4%	-3%
12	-3%	0%	40%	0%
13	-7%	7%	16%	-7%
14	-4%	?	33%	-17%
15	-1%	5%	64%[activator]	?
16	i	-1%	27%	-23%

# Later entries.
nr	compound	RGS4 inhibitor	JMJD2A Tudor inh	GLS inhibitor	ERG-DNA inh	TrxR1 inh
17	Cc1c(C)c2ccc(OCC(=O)NCCN3CCOCC3)cc2oc1=O	-30%	15%	7%	-7%	10%
18	CC(C)(C)c1n[nH]c2c1CCCC2	-20%	89µM*	6%	-13%	-4%[57.1 µM]
19	O=C(c1ccc2c(Cl)c3c(nc2c1)CCCC3)N1CCN(c2ccccc2F)CC1	-14%	-18%	-5%	-1%	1%
20	Cc1nnc(N2CCC(C(=O)NC3CCCCC3)CC2)c2nn(-c3ccc(Cl)cc3)c(C)c12	5%	-12%	-3%	-1%	20%
21	COc1cc(C2C(C#N)=C(N)Oc3cc(N)ccc32)cc(OC)c1OC (stereo unspecified)	-4%	-26%	29%	5%	-28%
22	COc1ccc(C2=C(C)C(N3CCC(C(=O)Nc4ccccc4F)CC3)=NS2(=O)=O)cc1	-22%	-25%	1%	-2%	1%[57.1 µM]
23	CCc1c(C)sc(NC(=O)c2cc(-c3cc(OC)ccc3OC)on2)c1C#N	-6%	-17%	0%	-4%	12%
24	O=C(CN(C1CCCCC1)S(=O)(=O)c1ccc(Cl)cc1)NCc1cccnc1	-14%	-19%	2%	2%	11%

nr	Tb PGK inh	Pin1 inhibitor	HP1b binding inh	ALOX12 inh
17	3%	-8%	46%[activator]	0%
18	2%	3%	-6%	8%
19	-1%	3%	28%	0%
20	-8%	2%	-1%	4%
21	-3%	28%	17%	11%
22	nt	37%[activator]	-4%	?
23	-7%	10%	24%	0%
24	-8%	-1%	31%	-5%

# An excerpt from above with just ERG-DNA inh, Tb PGK inh and HP1b binding inh.
item	canonical_smiles	ERG-DNA inh	Tb PGK inh	HP1b binding inh
21	COc1cc(C2C(C#N)=C(N)Oc3cc(N)ccc32)cc(OC)c1OC (stereo unspecified)	5%	-3%	17%
18	CC(C)(C)c1n[nH]c2c1CCCC2	-13%	2%	-6%
17	Cc1c(C)c2ccc(OCC(=O)NCCN3CCOCC3)cc2oc1=O	-7%	3%	46%[activator]
19	O=C(c1ccc2c(Cl)c3c(nc2c1)CCCC3)N1CCN(c2ccccc2F)CC1	-1%	-1%	28%

# Carrying on.
nr	compound	RGS4 inhibitor	JMJD2A Tudor inh	GLS inhibitor	ERG-DNA inh	TrxR1 inh
25	COCCN(C(=O)COC(=O)/C=C/c1nc2ccccc2s1)c1c(N)n(Cc2ccccc2)c(=O)[nH]c1=O	-21%	-15%	-13%	1%	?
26	CSc1ccc(Cl)c(C(=O)N(C)CC(=O)Nc2ccc(N3CCOCC3)cc2)c1	-18%	-28%	13%	-7%	-12%
27	CCCc1cc(CNC(=O)C2CCC(=O)N(Cc3ccccc3OC)C2)on1 (stereo unspecified)	-6%[56.9 µM]	-6%	-6%	-4%	11%[57.1 µM]
28	CC(OC(=O)c1cc(S(=O)(=O)N2CCOCC2)ccc1F)C(=O)NCC1CCCCC1 (stereo unspecified)	2%	-16%	0%	8%	28%
29	Oc1ccc(-c2nnc(SCC3CCCCC3)o2)cc1	-18%	-2%	-12%	-1%	52%[activator][57.1 µM]
30	Cc1ccc(C(=O)NCCCNC(=O)COc2ccc(Cl)c(C)c2)cn1	20%	-12%	8%	-5%	-3%
31	COC(=O)[C@H](CCSC)NC(=O)Nc1ccc(S(N)(=O)=O)cc1	7%[11.4 µM]	-7%[11.4 µM]	-1%	-10%	4%
32	CC(=O)c1ccc(NC(=O)/C(=C\c2ccc(F)cc2)NC(=O)c2ccco2)cc1	-6%	-8%	-1%	-6%	-4%

nr	Tb PGK inh	Pin1 inhibitor	HP1b binding inh	ALOX12 inh
25	i	1%	14%	-2%
26	-9%	-1%	25%	-11%
27	9%	0%	48%[activator]	1%
28	-2%	-7%	0%	?
29	-2%	-10%	22%	0%
30	-1%	-6%	29%	17%
31	4%	2%	42%[activator]	0%
32	-4%	12%	11%	?

# Later entries:
nr	compound	RGS4 inhibitor	JMJD2A Tudor inh	GLS inhibitor	ERG-DNA inh	TrxR1 inh
33	O=C(Nc1cccc(S(=O)(=O)N2CCCC2)c1)c1cc(S(=O)(=O)N2CCOCC2)ccc1F	-36%	-13%	-3%	-7%	-8%
34	Cc1cc(NC(=O)Cn2nc3c(cc2=O)CCCC3)ccc1Br	-12%	-20%	-10%	2%	-13%
35	COC(=O)[C@H]1C[C@H](O)CN1S(=O)(=O)c1ccc(Br)cc1F	-16%	-12%	-1%	-27%	-13%
36	COC(=O)c1ccccc1NC(=O)CN1CCc2ccccc2C1	-4%	26%	5%	6%	4%[57.1 µM]
37	O=C(O)c1ccc(Cl)c(S(=O)(=O)N2CCC(Cc3ccccc3)CC2)c1	5%	-24%	1%	1%	33%
38	Cc1sc2nc(CSCC(=O)Nc3ccc(C(F)(F)F)cc3)[nH]c(=O)c2c1C	4%	-10%	-4%	-9%	8%
39	CC(C)c1ccccc1OCCCCCNCCO	-4%	-17%	2%	nt	-15%
40	N#CCCc1cccc(CCC#N)c1	20%	-14%	16%	-8%	11%
41	O=C(NN1CCOCC1)c1ccc(Cl)c([N+](=O)[O-])c1	-8%	-2%	10%	2%	3%
42	CCCOC(=O)c1ccc(NC(=O)C2CC(=O)N(c3ccc(C)cc3)C2)cc1 (stereo unspecified)	-19%	-10%	-19%	-1%	-8%[57.1 µM]
43	C=CCn1c(SCC(=O)Nc2ccc(N3CCOCC3)cc2)nc2ccccc2c1=O	15%	-5%	-4%	-10%	28%

nr	Tb PGK inh	Pin1 inhibitor	HP1b binding inh	ALOX12 inh
33	-10%	3%	26%	0%
34	-8%	-6%	12%	154%[activator]
35	i	2%	83%[activator]	0%
36	-8%	10%	60%[activator]	?
37	-6%	-12%	13%	-25%
38	-3%	30%[activator]	49%[activator]	-11%
39	6%	4%	39%	-3%[57.4 µM]
40	-6%	5%	34%	3%
41	i	0%	41%[activator]	3%
42	-3%	4%	38%	-28%
43	-6%	-3%	37%	-4%

# This is a subset. The share of hits here may be higher or lower than overall.
